Screening data (PubChem BioAssay)
NPYLR7 agonist: mosquito NPYLR7 agonism; HEK293T NPYLR7/Galpha15, GCaMP6s calcium fluorescence; activation, % at 10 µM; 270,000 tested, 0.15% active; in the data active = activation above about 40%;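 also: 0% = vehicle and 100% = reference agonist at the receptor; some compounds past the cut are filed as inactive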
hcGAS inh: inhibitors of human cGAS; recombinant h-cGAS, ATP depletion, Kinase-Glo luminescence; 290,000 tested, 0.081% active; Q8N884; inhibition, % at 12.5 µM;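 also: 0% = vehicle reaction and 100% = reaction without DNA for no activity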
Target sequence (Q8N884 whole entry, looked up): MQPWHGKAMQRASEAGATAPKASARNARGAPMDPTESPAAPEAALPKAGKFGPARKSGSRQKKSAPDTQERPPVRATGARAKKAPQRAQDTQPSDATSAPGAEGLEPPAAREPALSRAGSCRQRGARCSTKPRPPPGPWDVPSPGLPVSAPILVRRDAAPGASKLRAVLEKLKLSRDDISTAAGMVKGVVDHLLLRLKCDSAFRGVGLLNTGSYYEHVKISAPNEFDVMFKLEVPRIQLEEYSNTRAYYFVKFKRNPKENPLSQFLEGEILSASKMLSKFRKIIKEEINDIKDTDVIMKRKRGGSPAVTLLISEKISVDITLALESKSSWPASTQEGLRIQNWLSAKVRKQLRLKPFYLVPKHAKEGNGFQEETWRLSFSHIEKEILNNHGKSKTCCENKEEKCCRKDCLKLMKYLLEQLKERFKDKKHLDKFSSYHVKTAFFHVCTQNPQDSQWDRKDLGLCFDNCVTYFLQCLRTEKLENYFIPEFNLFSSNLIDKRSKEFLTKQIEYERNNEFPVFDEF
mcGAS lum: mouse cGAS inhibition by luminescence | recombinant cGAS, Kinase-Glo ATP depletion luminescence | inhibition, % at 12.5 µM | Q8C6L5 | 160,000 tested, 0.15% active | AID 1259399;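 also: 0% = negative control wells and 100% = reference inhibitor with no enzyme activity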
* = called active by the depositor; . = not tested or not shown; & = joins results of further samples. Rule as the data show it, unless noted: active = inhibition above about 40%; inactive = the rest.

SMILES | NPYLR7 agonist | hcGAS inh | mcGAS lum
CN1CCN(C(CNS(=O)(=O)c2ccc(F)cc2F)c2cccn2C)CC1 (stereo not given) | 0.0 | -2.8 | .
Cn1ncc2c(N3CCOCC3)nc(N3CCN(c4cccc(Cl)c4)CC3)nc21 | 3.1 | -6.7 | -7.9
Cc1ccc(F)c(NC(=O)COc2cccc(N3CCCC3=O)c2)c1 | 0.5 | -19.8 | .
O=C(Nc1ccc(N2CCc3ccccc3C2)c(C(=O)N2CCCCC2)c1)c1ccc2ccccc2c1 | -5.8 | -7.3 | -5.3
COc1ccc(-c2ccc(C(=O)NCCCOC(C)C)s2)c(OC)c1OC | 2.4 | -12.3 | -7.7
COc1ccc(C)cc1NC(=O)Cn1cccc(-c2nc(-c3ccccc3)no2)c1=O | . | -4.7 | -9.0
Cc1nc(Cc2nnc(SCc3cc(=O)n4c(C)cccc4n3)o2)cs1 | 4.3 | 1.8 | .
O=C(CCO)N1C[C@H](Oc2ccccn2)[C@H]2C[C@@H]1Cc1c2[nH]c2ccccc12 | 40.0 | 1.0 | -4.0
CC(C)Oc1ccc(CN2CCC2(C)C(=O)NCc2cccs2)cc1 (stereo not given) | 7.7 | -7.2 | .
Brc1ccccc1CNCC1COc2ccccc2O1 (stereo not given) | 6.9 | -12.7 | -6.1
O=c1c2ccccc2oc2nc(C3CCCCC3)n(Cc3ccco3)c(=O)c12 | 6.3 | -5.7 | .
COc1ccc(CC(=O)N2CCN(c3nc(C)cc(Nc4ccc(C)cc4)n3)CC2)cc1 | 10.5 | -7.6 | .
COc1ccc(C(=O)C(Sc2nnc(C)c(=O)[nH]2)c2ccc(OC)cc2)cc1 (stereo not given) | 1.6 | -4.1 | .
COc1cc(OC)c(C(=O)Nc2c(C(=O)N3CCOCC3)sc3nc(C)cc(C)c23)cc1OC | -0.9 | 0.5 | -1.7
COc1ccc(CNS(=O)(=O)CCn2ccc3ccccc3c2=O)cn1 | 4.3 | -7.4 | .
O=C(Cc1cccs1)N1CC(=O)N2CCc3ccc(Cl)cc3C2C1 (stereo not given) | 14.3 | -5.1 | -3.2
COc1ccc(S(=O)(=O)N(CCN2CCOCC2)CC(=O)N(CCc2ccccc2)Cc2ccco2)cc1 | 9.8 | -2.7 | -4.4
O=C1/C(=C/c2ccc(Cl)cc2)C=C(c2ccccc2)N1c1ccc2ccccc2c1 | -17.0 | 3.8 | 4.6
Cc1nn(CN2CCN(c3ccc(F)cc3)CC2)c(=S)n1-c1ccccc1 | -4.4 | 4.1 | .
C=CCn1c(=O)c2c(nc3n(-c4ccc(S(N)(=O)=O)cc4)c(C)cn23)n(C)c1=O | -4.4 | -1.2 | .
O=C(NCc1ccc(Oc2ccc(F)cc2)nc1)c1cnsn1 | 0.5 | -8.8 | .
Cc1ccccc1-n1nc(C(C)(C)C)cc1NC(=O)CN(Cc1ccco1)C(=O)c1ccc(C(C)(C)C)cc1 | 15.2 | -7.3 | -5.4
CSCC(=O)NC1CCCN(CCc2ccccc2)C1 (stereo not given) | 12.8 | -3.0 | -5.1
COc1nn(C)cc1C(=O)Nc1ccc(C)c(C)c1 | 3.0 | 4.5 | .
COC(=O)CN(C(=O)c1ccncc1F)c1cccc(F)c1 | 3.3 | -7.5 | .
COc1ccccc1Oc1cc(C)nc(SCc2cccc(C(F)(F)F)c2)n1 | 23.3 | -7.8 | -7.3
COc1ccc(OC)c(C2SCC(=O)N(CC(=O)NCc3ccco3)c3c2c(-c2ccccc2)nn3-c2cccc(C)c2C)c1 (stereo not given) | 2.8 | -11.3 | -5.1
Cn1c(-c2ccc(Cl)cc2Cl)[n+](C)c2ccccc21 | 4.3 | -5.5 | .
O=C(NC(C(=O)N1CCOCC1)C1CCN(C(=O)c2cccs2)CC1)c1ccc2c(c1)OCO2 (stereo not given) | 13.6 | -4.3 | -7.0
COc1ccc(C2c3[nH]c4ccccc4c3CCN2C(=O)c2snnc2C)c(F)c1 (stereo not given) | -11.4 | -1.7 | -3.8
CC1(C(=O)NS(=O)(=O)Cc2ccccc2C(F)(F)F)CCN1C(=O)C1CCCCC1 (stereo not given) | -0.2 | 1.0 | .
Clc1ccccc1CN1C2=NCCCN2c2ccccc21 | -0.4 | -3.1 | -2.1
Cc1cc(C(=O)NC2CCCCC2)nc2cc(-c3ccccc3)nn12 | 3.1 | -7.0 | -7.8
CCOC(=O)c1cnc2c(C#N)cccc2c1NCc1ccccc1 | 4.4 | -8.1 | -8.7
Cc1cccc(NC(=O)CSc2nc3c(c(=O)n2C)SC(C)C3)c1C (stereo not given) | -4.2 | -9.3 | .
COc1cccc(CNC(=O)N(C)Cc2ccc(C(C)C)cc2)c1 | 6.3 | -1.9 | .
Cc1ccc(C)c(N2C(=O)CSC2c2cccc(N)c2)c1 (stereo not given) | -11.6 | -1.9 | .
COC(=O)C(C)Sc1nnc(-c2ccc(OC)c(OC)c2)n1C1CCCCC1 (stereo not given) | 41.9 | -5.7 | -6.1
O=C1CCCc2[nH]c3ccc(F)cc3c21 | -1.9 | -2.6 | -6.1
O=C(Nc1ccccc1)c1cc(S(=O)(=O)N2CCOCC2)ccc1Cl | 24.2 | 8.0 | -1.2
Cc1cc(Nc2ccccc2C)nc(-n2nc(C)cc2C)n1 | -5.4 | 2.1 | -2.2
Cc1c([S+](C)C)c2ccccn2c1[S+](C)C | -1.8 | -5.9 | .
O=C(COc1ccccc1)N1CCC(c2cn(Cc3ccc(C(F)(F)F)cc3)c3ccccc23)CC1 | 0.9 | -5.8 | -6.7
CCOC1(OCC)C(C)C(C#N)(C#N)C1(OCC)OCC (stereo not given) | -3.2 | -0.5 | .
CC(C)C(=O)N1CCC(NC(=O)N(C)CC23CC4CC(CC(C4)C2)C3)CC1 | 3.2 | -4.0 | .
CNN=Cc1ccc(C#N)cc1 | 10.6 | 0.7 | .
CC1=C(C(=O)OCC(C)C)C(c2cccc(Cl)c2)C2=C(CC(c3ccccc3)CC2=O)N1 (stereo not given) | 13.5 | -3.9 | -6.5
CC1SC(c2cccs2)N(CC(=O)O)C1=O (stereo not given) | 3.1 | -1.4 | -2.7
CS(=O)(=O)N1CCC2(CC1)NC(=O)N(Cc1ccccc1)C2=O | 4.4 | -3.3 | -2.4
COc1ccc(-c2cc(C(=O)Nc3ccc(C)c(F)c3)c3ccccc3n2)cc1 | -15.7 | 0.9 | -2.0
COc1ccc(C(=O)NCc2cccnc2)cc1C(=O)NCc1cccnc1 | -3.1&4.9 | -6.0&1.4 | -6.2&-4.4
Cc1ccc(C(NC(=O)C2CCC(O)CC2)c2cccnc2)cc1C (stereo not given) | . | -0.7 | -14.5
CCN(CCc1nc2ccc(F)cc2[nH]1)C(=O)c1c[nH]c(=O)[nH]1 | 11.4 | -4.8 | .
Cc1nc2sccn2c(=O)c1[N+](=O)[O-] | 8.0 | -3.1 | -3.0
COc1ccccc1CCNC(=O)CN1CN(c2ccccc2)C2(CCN(C(=O)c3ccccc3Cl)CC2)C1=O | -3.8 | 1.9 | -1.2
COc1ccc(CN2CCC(C(=O)NC(c3ccc(F)cc3)c3nc(OC)cc(OC)n3)CC2)cc1 (stereo not given) | 5.1 | -2.0 | -3.8
COCCn1c(=O)c2c(nc3n(-c4ccc(OC)c(Cl)c4)c(C)c(C)n23)n(C)c1=O | 0.4 | -9.1 | .
CCC1(C)NC(=O)N(N=Cc2cccs2)C1=O (stereo not given) | 2.0 | 0.8 | -1.6
CC1=C2C(O)C(=O)OC3CC4C(C)(C)C(=O)C=C[C@]4(C)C(CC1)[C@]23C (stereo not given in full) | . | -5.0 | -5.0
CC(C(=O)Nc1sc2c(c1C(N)=O)CCC2)N1CCCC1c1ccc2c(c1)OCCO2 (stereo not given) | -1.0 | -10.0 | -15.4

Pulled one by one from the list above:
SMILES | NPYLR7 agonist | hcGAS inh | mcGAS lum
O=C(Cc1cccs1)N1CC(=O)N2CCc3ccc(Cl)cc3C2C1 (stereo not given) | 14.3 | -5.1 | -3.2
CSCC(=O)NC1CCCN(CCc2ccccc2)C1 (stereo not given) | 12.8 | -3.0 | -5.1

The list goes on.
SMILES | NPYLR7 agonist | hcGAS inh | mcGAS lum
CN(Cc1ccccc1)C1CCCN(Cc2cccc3cnccc23)C1 (stereo not given) | 3.1 | -6.7 | .
CCN1CCN(C(c2ccccc2Cl)c2c(O)cc(C)n(CC)c2=O)CC1 (stereo not given) | 13.8 | -8.9 | .
COC(=O)CN1C(=O)CNC12CCN(C(=O)C[C@H]1C[C@@H](C(C)=O)C1(C)C)CC2 | 0.8 | -2.9 | .
CC(c1nncn1-c1cccnc1)n1cccn1 (stereo not given) | 2.7&8.5 | -1.4&1.7 | .
COCCNc1nc(SC)nc2c1cnn2CCNC(=O)c1ccc(OC)c(OC)c1 | . | -3.7 | -5.7
COc1cc([C@H]2C[C@@H](NC(C)=O)C[C@@H](COCc3ccccc3)O2)ccc1F | 2.1 | -4.7 | -16.4
Cc1cccc(NC(=O)c2cn(-c3cc(N(C)C)ncn3)cn2)c1 | -9.0 | -0.7 | .
NC(=O)Cn1nc(-c2ccc3ccccc3c2)ccc1=O | 9.3 | -11.3 | .
CCOc1ccc2nc(N3CCN(C(=O)c4ccn(C(C)C)n4)CC3)sc2c1 | 1.3 | 2.3 | -1.6
CCOC(=O)c1ccc2c(c1)nc(SCc1ccccc1CS(=O)(=O)c1ccccc1)n2Cc1ccccn1 | -5.7 | -11.1 | -9.1
COCCN1CCC(C(=O)N2CCC3(CCc4ccccc43)CC2)C1 (stereo not given) | 2.9 | -1.0 | -13.1
Cc1ccc(C2c3ccc(O)cc3Oc3ncn(CCCn4ccnc4)c(=N)c32)cc1 (stereo not given) | -3.5 | -3.5 | .
Fc1ccc(Oc2cc(N3CCN(Cc4ccc5c(c4)OCO5)CC3)ncn2)c(F)c1 | . | -3.2 | -6.9
O=C(c1ccco1)N1N=C(c2ccccc2)CC1c1cc2cc3c(cc2nc1Cl)OCCO3 (stereo not given) | -4.8 | 11.5 | 0.5
COc1ccc(OC)c(C2CCN(C(=O)CCNC(=O)c3ccc(F)cc3)C2)c1 (stereo not given) | 13.3 | -4.2 | .
Cc1ccc(NC(=O)c2c(F)cccc2Cl)c(C(=O)O)c1 | -7.7 | -0.6 | .
S=C(NCC1CCCO1)NN=Cc1c[nH]c2ccccc12 (stereo not given) | 2.1 | -5.2 | .
Nc1nn2c(-c3ccccc3)ccnc2c1[N+](=O)[O-] | -2.6 | -5.2 | .
COc1ccc(-c2[nH]n(-c3nc4ccccc4s3)c(=O)c2C=NCCN2CCOCC2)cc1 | -3.4 | -2.8 | .
CC(C)Nc1ccc(F)cc1Cl | 18.8 | -13.8 | .

Part of the list above with just hcGAS inh and NPYLR7 agonist.
Compound,hcGAS inh,NPYLR7 agonist
Cc1ccccc1-n1nc(C(C)(C)C)cc1NC(=O)CN(Cc1ccco1)C(=O)c1ccc(C(C)(C)C)cc1,-7.3,15.2
CC(c1nncn1-c1cccnc1)n1cccn1 (stereo not given),-1.4&1.7,2.7&8.5
Cc1nc(Cc2nnc(SCc3cc(=O)n4c(C)cccc4n3)o2)cs1,1.8,4.3
O=C(Nc1ccccc1)c1cc(S(=O)(=O)N2CCOCC2)ccc1Cl,8.0,24.2
O=C(Cc1cccs1)N1CC(=O)N2CCc3ccc(Cl)cc3C2C1 (stereo not given),-5.1,14.3

Structural class: the entries above containing a CF3 group (three)
SMILES | NPYLR7 agonist | hcGAS inh | mcGAS lum
COc1ccccc1Oc1cc(C)nc(SCc2cccc(C(F)(F)F)c2)n1 | 23.3 | -7.8 | -7.3
CC1(C(=O)NS(=O)(=O)Cc2ccccc2C(F)(F)F)CCN1C(=O)C1CCCCC1 (stereo not given) | -0.2 | 1.0 | .
O=C(COc1ccccc1)N1CCC(c2cn(Cc3ccc(C(F)(F)F)cc3)c3ccccc23)CC1 | 0.9 | -5.8 | -6.7

(list continues)
SMILES | NPYLR7 agonist | hcGAS inh | mcGAS lum
CC(=O)Oc1cn(CC2CCCO2)c2nc(C)n3c4ccccc4nc3c12 (stereo not given) | -9.5 | -6.7 | .
CCCCCCC(=O)Nc1ccc(N2CCCC2)c(C(=O)NCc2ccccc2)c1 | -3.4 | 1.8 | -5.2
Cc1cc(C)c(C)c(S(=O)(=O)N2CCN(C(=O)c3ccccn3)CC2)c1C | 9.9 | -2.7 | .
CN(C)CCCNC(CC(=O)Nc1ccc2ccccc2c1)C(=O)O (stereo not given) | 4.3 | -5.4 | -9.5
COCCN1C(=O)N(Cc2ccccc2)C2(CCN(Cc3ccc(OC)c(OC)c3OC)CC2)C1=O | 13.7 | -2.5 | 1.8
CCCc1cc(CN(C)C(=O)C2COC(=O)N2)[nH]n1 (stereo not given) | -0.4 | -5.9 | -12.2
CNc1nn(CC(=O)N2CCN(c3ccccc3F)CC2)c(N)c1-c1nc(-c2ccc(C)cc2)no1 | 0.1 | -3.5 | -8.6
OCCN1CCN(CCCc2c3c(cc4c2CCC4)CCC3)CC1 | -2.9 | -8.2 | .
CCOc1cc2c(cc1C=C(C#N)C#N)OC(C)C2 (stereo not given) | 95.4* | -5.0 | .
COc1ccc(C(=O)N2CCCC(CCC(=O)N3CCN(Cc4ccccc4)CC3)C2)cc1 (stereo not given) | 3.3 | 1.9 | .
COCCN(Cc1ccccc1F)Cc1ccnc2ccccc12 | 18.5 | -4.6 | .
O=C(C1COc2ccccc2O1)N1CCc2ccccc21 (stereo not given) | 3.0 | -6.4 | .
O=C(NC(C(=O)Nc1ccccc1)C1CCN(C(=O)c2cccs2)CC1)c1ccc(F)cc1 (stereo not given) | 9.1 | -4.6 | -6.2
Cc1cnc(C(=O)N2CCCC(N3CCN(Cc4ccc5c(c4)OCO5)CC3)C2)cn1 (stereo not given) | 17.7&-0.1 | -4.2&-2.7 | .
COc1cccc(C(=O)Nc2ccc(-n3nc(OCC(C)C)nc3-c3cccc(C(F)(F)F)c3)cc2)c1 | . | -5.1 | -4.9
